# Bioassay records as filed in PubChem BioAssay.
# TCR activator: T cell receptor activation; primary human leukocytes, anti-CD3, IL-2 HTRF, 48 h; Potency, µM (doses to about 9.22 µM), inactives show top-dose activation of IL-2 secretion, usual class: activators; 330,000 tested, under 10 active; also: % of control where 0% means no effect
#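 Readout: HTRF IL-2, Eu-cryptate/d2 antibody pair, 320nm excitation, 665nm emission. Stimulus: a-CD3 beads, no co-stimulation. Cells: primary human leukocytes. Exposure: 48 hr with compound.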
# Integrin act MD: activators of alpha7 integrin expression for muscular dystrophy; alpha7betagal myoblasts, beta-gal FDG fluorescence, 48 h; AID 624291; actives 0.064% (n = 350,000); Potency, µM (highest dose often 38.3 µM), inactives show at the highest dose activation, actives largely listed as activators;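 also: potency is read from the fitted curve at half-maximal effect; 100% = response of the positive control SU9516; nearly all actives have a fitted effect of over 60% in size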
#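 alpha7betagal+/- myoblasts (passage 13, 250/well) treated 48 h at 37C with compounds at 1:260 dilution of DMSO stock. Lysed, then beta-galactosidase activity read as FDG fluorescence (ex 480/em 540) after 30 min, with pre-read for autofluorescence.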
# Mito fusion yeast: blocks mitochondrial division or promotes mitochondrial fusion; S. cerevisiae fusion-defective mutant growth rescue, CellTiterGlo 48 h; Potency, µM (titrated, usually from 46.1 µM), for inactives: at the top dose growth rescue (activation), usual class: activators; actives 0.23% (n = 320,000); AID 485298;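 also: potency is read from the fitted curve at half-maximal effect; % of control where 0% means no effect; nearly all actives have a fitted effect of over 45% in size; temperature-sensitive fusion mutants such as fzo1-1 at 37 °C on non-fermentable ethanol glycerol medium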
#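 Growth-rescue viability read-out: after 48 h at the non-permissive 37C in glycerol/ethanol YPEG, yeast mitochondrial fusion mutants are measured by CellTiterGlo luminescence; compounds (23 nl pinned per well) restoring growth score as division inhibitors or fusion activators.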
# PTAP TSG101 blk: blocks PTAP/TSG101 interaction to inhibit HIV-1 budding. AID 493005. 340,000 tested, under 10 active. Potency, µM (series often up to 115 µM), for the others: at the highest dose activity change, negative = inhibition, usual class: inhibitors. Fluorescence polarization, FITC-PTAP peptide / Tsg101 binding. Q99816; active = well fitted inhibition curve with a large enough effect in the main read-out, with a control signal flat, not every such curve was filed as active; inconclusive = small, poorly fitted or top-dose-only effect, or effect the other way, or a change in a side signal; inactive = no such curve, though single readings can be large or run the other way; also: potency is read from the fitted curve at half-maximal effect; % of control where 0% means no effect
# Target sequence (Q99816 whole entry, looked up): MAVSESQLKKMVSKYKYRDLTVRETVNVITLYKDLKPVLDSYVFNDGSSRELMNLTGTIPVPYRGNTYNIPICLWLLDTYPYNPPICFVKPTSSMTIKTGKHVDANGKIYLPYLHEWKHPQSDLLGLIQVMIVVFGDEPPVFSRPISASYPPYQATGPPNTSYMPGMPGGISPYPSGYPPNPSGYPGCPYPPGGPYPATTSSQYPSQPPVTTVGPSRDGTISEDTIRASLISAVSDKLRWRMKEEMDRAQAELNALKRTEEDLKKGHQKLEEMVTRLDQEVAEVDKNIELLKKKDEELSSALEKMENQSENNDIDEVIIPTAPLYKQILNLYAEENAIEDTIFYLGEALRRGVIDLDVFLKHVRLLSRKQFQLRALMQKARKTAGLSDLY
#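 Fluorescence polarization binding of Tsg101 binding domain (10 uM final) to FITC-labeled PTAP peptide (50 nM final) in HEPES pH 7.5 buffer with NaCl, Tween 20, EDTA, TCEP. Compounds added before peptide; binding 20 min at RT.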
# AT treatment: candidate therapy for ataxia-telangiectasia; […] A-T fibroblasts, KAP-1 phosphorylation AlphaLISA; neocarzinostatin DNA damage 30 min before lysis; Potency, µM (titrated, usually from 57.5 µM), inactives show top-dose activation, usual class: activators; actives 0.19% (n = 320,000); AID 485349; also: potency is read from the fitted curve at half-maximal effect; % of control where 0% means no effect; nearly all actives have a fitted effect of over 45% in size
#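 hTERT-immortalized A-T patient fibroblasts ([…]), 500 cells/well in OPTI-MEM, 1% FBS, got compounds for 60 min, then NCS for 30 min at 37C. Lysates were then assayed for phospho-KAP-1 by AlphaLISA (anti-pKAP1 donor, anti-KAP1 acceptor beads), 6 hr at 25C.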
# CXXC DNA block: inhibitors of human MLL CXXC domain-DNA interaction; Q03164; MLL-CXXC / FITC-HOXA9 DNA fluorescence polarization; Potency, µM (highest dose often 115 µM), without a hit: at the highest dose activity change, negative = inhibition, actives largely listed as inhibitors; actives 0.037% (n = 290,000); active = well fitted inhibition curve with a large enough effect in the polarisation, with a control signal flat, not every such curve was filed as active; inconclusive = small, poorly fitted or top-dose-only effect, or effect the other way, or a change in a side signal; inactive = no such curve, though single readings can be large or run the other way; the % refers to the polarisation; also: potency is read from the fitted curve at half-maximal effect
#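 Purified MLL-CXXC (added from a 7 uM solution) was preincubated 5 min at ambient with pinned compounds in 50 mM Tris-HCl pH 7.5, 50 mM NaCl, 1 mM DTT, 0.05% BSA. Fluorescein-labeled HOX-A9 DNA (50 nM solution) followed, 30 min, then polarization read.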
# Menin MLL FP TR: inhibitors of human menin-MLL interaction, mutant MLL peptide | actives 0.23% (n = 270,000) | Potency, µM (top dose mostly 61.6 µM), for inactives: at the top dose FP activity change, negative = inhibition, hits mostly inhibitors | Menin + Texas Red MLL mutant peptide, fluorescence polarization | O00255 | AID 1768; active = well fitted inhibition curve with a large enough effect in the polarisation, with a control signal flat, not every such curve was filed as active; inconclusive = small, poorly fitted or top-dose-only effect, or effect the other way, or a change in a side signal; inactive = no such curve, though single readings can be large or run the other way; the % refers to the polarisation; also: potency is read from the fitted curve at half-maximal effect; % of control where 0% means no effect; many of its hits are not listed in these tables
# MBNL1 CUG block: inhibitors of human MBNL1 binding to CUG repeat RNA; TR-FRET MBNL1-His/biotin-(CUG)12 binding, 665/545 ratio; Potency, µM (series often up to 57.5 µM), without a hit: top-dose activity change, negative = inhibition, hits mostly inhibitors; Q9NR56; actives 0.036% (n = 280,000); AID 2675; active = well fitted inhibition curve with a large enough effect in the signal ratio, with a control signal flat, not every such curve was filed as active; inconclusive = small, poorly fitted or top-dose-only effect, or effect the other way, or a change in a side signal; inactive = no such curve, though single readings can be large or run the other way; the % refers to the signal ratio; also: potency is read from the fitted curve at half-maximal effect; % is scaled to controls: 0 for no effect and ±100 for the full control effect
#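 His-tagged MBNL1 binding to biotinylated (CUG)12 RNA was measured by TR-FRET using terbium anti-His antibody (0.055 ng/ul final) and streptavidin-XL665 (5 nM final). Compounds were titrated 92 nM to 58 uM; 60 min at room temperature.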
# TSHR antagonist: blocks TSH signaling through the human TSH receptor; activity change, negative = inhibition, % at 11.5 µM; P16473; AID 504810; actives 0.2% (n = 330,000); TSHR-expressing cells, TSH-stimulated cAMP HTRF, 2 h; hits give low values;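 active = activity change below a set negative limit, meaning inhibition stronger than a set level, cut at about -70% in these data; inconclusive = activity change between two set negative limits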; also: % is scaled to controls: 0 for no effect and ±100 for the full control effect
#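 Antagonism was scored as loss of TSH-driven cAMP in TSHR cells, stimulated with 4nM TSH (EC80) for 2 hours at 37 deg C and detected by homogeneous HTRF competition immunoassay.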
# ASM inhibitor: inhibitors of human secretory acid sphingomyelinase; P17405; placental ASM, HMU-PC fluorogenic substrate, 60 min; Potency, µM (doses to about 57.5 µM), for the others: top-dose activity change, negative = inhibition, actives largely listed as inhibitors; actives 0.006% (n = 340,000); also: potency is read from the fitted curve at half-maximal effect
# Target sequence (P17405 47-631 limits assumed): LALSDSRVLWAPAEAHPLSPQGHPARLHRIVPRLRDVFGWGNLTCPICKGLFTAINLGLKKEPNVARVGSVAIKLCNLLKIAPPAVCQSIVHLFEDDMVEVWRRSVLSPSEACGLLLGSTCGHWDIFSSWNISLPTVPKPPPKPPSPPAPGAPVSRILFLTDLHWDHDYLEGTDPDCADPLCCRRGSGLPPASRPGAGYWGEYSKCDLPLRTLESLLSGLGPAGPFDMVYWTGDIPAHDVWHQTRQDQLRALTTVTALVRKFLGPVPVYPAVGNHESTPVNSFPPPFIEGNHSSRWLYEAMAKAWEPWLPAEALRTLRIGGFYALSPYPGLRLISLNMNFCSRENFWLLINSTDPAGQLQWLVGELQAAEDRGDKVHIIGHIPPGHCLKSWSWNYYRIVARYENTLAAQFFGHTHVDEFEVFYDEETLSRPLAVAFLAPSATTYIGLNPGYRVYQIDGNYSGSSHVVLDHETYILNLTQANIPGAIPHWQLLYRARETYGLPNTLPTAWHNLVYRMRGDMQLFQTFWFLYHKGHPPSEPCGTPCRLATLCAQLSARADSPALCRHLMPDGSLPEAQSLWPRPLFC
#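 Steps: dispense placental human ASM, pin compound, wait 10 min at room temperature, add HMU-PC0 substrate at 9 uM final, incubate 60 min at 37 °C, add stop solution raising pH to 10, read fluorescence.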
# Numbers without * were called inactive; ? = inconclusive; / = not tested or not shown; & = joins results of further samples; [ ] = another dose, or the depositor's remark. Unless noted, calls follow the shape of the dose curve; as a rule, active = well fitted curve in the direction sought with a large enough effect; inconclusive = small, poorly fitted or top-dose-only effect, or another doubt; inactive = no such curve, though single readings can be large; an effect the other way counts as inactive or inconclusive. A portion of the library, so the mix of outcomes need not match the whole.
Compound	TCR activator	Integrin act MD	Mito fusion yeast	PTAP TSG101 blk	AT treatment	CXXC DNA block	Menin MLL FP TR	MBNL1 CUG block	TSHR antagonist	ASM inhibitor
CC(C)(C)C1COc2ccccc2N1C(=O)c1cccc(Cl)c1 (stereo not drawn)	-1%	?	-11%	-7%	8%	-1%	3%	0%	13	5%
COc1ccc(CCNC(=O)COC(=O)c2ccc[nH]c2=O)cc1	1%	19%	0%	-4%	1%	3%	9%	0%	9	4%
COc1cc(C(N)=O)cc(Br)c1OC	-3%	41%	3%	-2%	-1%	-1%	-12%	-5%	-2	-1%
CC(C)NC(=O)c1ccc(-c2ccccc2C(F)(F)F)o1	0%	-2%	13%	-11%	-2%	1%	2%	-3%	-17	-5%
O=S1(=O)CCN(Cc2ccc(F)cc2)CC1	-1%	-1%	1%	-3%	3%	0%	12%	-1%	12	-2%
Cn1nccc1CNC(=O)c1ccnn1C	0%[46.1 µM]	3%	6%	-5%	12%	?	3%	?	42	3%
O=C(Cc1ccc(F)cc1)N/N=C/c1ccccn1	-23%[46.1 µM]	0%	0%	-3%	3%	2%	-1%	1%	3	2%
CN1C(=O)C(O)(CC(=O)c2ccc3c(c2)OCO3)c2ccccc21 (stereo not drawn)	/	5%	5%	-2%	-1%	0%	-23%	-9%	20	-1%
CCn1c(SCC(=O)Nc2nccs2)nnc1-c1ccc(S(=O)(=O)N2CCCCCC2)cc1	6%	-37%	-3%	-1%	2%	-1%	-11%	-6%	-9	3%
CSc1nsc(/C=C/Nc2ccc(Cl)cc2)c1C#N	1%	-7%	3%	3%	-7%	5%	?	/	-12	46%[activator]
COc1cc(OC)cc(-c2cc3nc(C)c(CCC(=O)NC(C)CCc4ccco4)c(C)n3n2)c1 (stereo not drawn)	-2%	-41%	10%	-3%	7%	-6%	-13%	-3%	-5	-7%
O=C(CN1C(=O)c2ccccc2S1(=O)=O)NC1CCCCC1	-3%	2%	-4%	-3%	-3%	-2%	2%	-2%	7	-2%
Cc1noc(C)c1-c1nnc(-c2ccc(C(F)(F)F)cc2)o1	-2%	5%	1%	-1%	-6%	6%	/	-8%	-6	0%
Cc1ccc(C(=O)NNC(=O)c2ccc(-n3cncn3)c([N+](=O)[O-])c2)cc1	4%	0%	-7%	0%	6%	/	/	/	-3	/
COC(=O)C(C)NC(=S)N1CCN(c2c(F)cc3c(=O)c(C(=O)O)cn(C4CC4)c3c2OC)CC1C (stereo not drawn)	-3%	12%	-2%	-3%	4%	-8%	/	-1%	5	20%
CCOC(=O)c1cnn(-c2ccc(C(C)C)cc2)c1NC(=O)C1CCC1	-3%	15%	7%	-4%	10%	0%	-4%	7%	-4	0%
CC1CCN(C(=O)Cn2c(=O)n(Cc3ccco3)c(=O)c3sccc32)CC1	12%	-19%	-43%[inhibitor]	0%	-2%	15%	4%	-1%	-2	-5%
O=C(CCCn1c(=O)c2ccccc2n(Cc2cccc(F)c2)c1=O)NC1CCN(Cc2ccccc2)CC1	/	/	-7%	/	-2%	4%	?	4%	3	/
O=C(COC(=O)c1ccc(Cl)nc1)c1ccc2c(c1)OCCO2	1%	13%	-1%	0%	-13%	6%	-9%	-1%	-3	0%
Cc1ccc(S(=O)(=O)NNC(=O)C(=O)NNc2ccccn2)cc1	-2%	-18%	2%	-6%	-6%	-3%	-5%	2%	3	7%
FC(F)(F)c1ccc(/C=N/n2c(COc3ccccc3)n[nH]c2=S)cc1	1%	7%	-23%	-8%	33%	-14%	18%	5%	-6	-14%
O=C(Nc1nc2ccccc2[nH]1)c1ccccc1F	-2%	?	-22%	4%	-4%	-3%	13%	-4%	3	-5%
Cc1nnc(NC(=O)NC(C)N2C(=O)C3C4C=CC(C4)C3C2=O)s1 (stereo not drawn)	12%&-3%	-19%&22%	-1%	-4%&-5%	2%	-8%	0%	-3%	6	1%&0%
CCCn1c(C)cc(/C=C(\C#N)C(=O)OCC(=O)Nc2cccc(OC)c2)c1C	-2%[46.1 µM]	-12%	4%	4%	-10%	13%	-6%	/	9	30%
COc1ccc(CNC(=O)Cn2cc([N+](=O)[O-])cn2)cc1	2%	-17%	/	-2%	/	/	/	/	/	-2%
COc1ccc(C(=O)C2CCCN(C3Cc4ccccc4C3)C2)cc1OC (stereo not drawn)	3%	17%	-7%	-3%	4%	-7%	9%	-11%	10	5%
CC(C)Nc1nc(-c2ccccc2)nc(-n2ccnc2)n1	-6%	21%	3%	-6%	0%	-10%	3%	35%[activator]	32	1%
CCn1c(SCc2ccc([N+](=O)[O-])cc2)nnc1C(C)NC(=O)c1ccccc1Br (stereo not drawn)	1%	23%	-2%	-2%	-3%	16%	11%	4%	9	-1%
COc1ccc(NC(=O)CN2CCN(S(=O)(=O)c3ccc(Cl)cc3)CC2)cc1	/	32%	-2%	/	-4%	-1%	-9%	2%	4	-3%
Cc1ccc(S(=O)(=O)N2CCOCC2)cc1NC(=O)CNCc1ccccn1	-9%	4%	-1%	1%	14%	-14%	/	-6%	-5	-2%
CN(C)CCC(C(=O)c1ccccc1)c1ccccn1 (stereo not drawn)	-4%	-17%	/	1%	/	/	/	/	/	2%
CN(C)/N=C1\C(=O)N(CN2CCN(c3ccccc3)CC2)c2ccccc21	-1%	6%	3%	0%	-13%	/	/	/	3	-3%
O=C(Nc1cc(S(=O)(=O)N2CCCCC2)ccc1Oc1ccccc1)C1=COCCO1	-2%	?	2%	-1%	-1%	7%	12%	0%	12	-8%
O=C(CC1SC(N2CCCC2)=NC1=O)Nc1ccc(C(=O)NCc2ccc(F)cc2)cc1 (stereo not drawn)	-1%	-4%	-2%	-7%	9%	/	/	/	5	-3%
COc1ccc(NC(=O)c2cc(-c3ccncc3)nc3ccccc23)c(OC)c1	-7%	0%	/	-4%	-3%	/	/	/	-5	-3%
Cc1ccc(C2CC(c3cccs3)=NN2C(=O)CSC2=NCCS2)cc1 (stereo not drawn)	-9%	-26%	-1%	-4%	-1%	13%	-13%	20%	-1	-2%
O=C(Cc1ccccc1)Nc1c(C(=O)N2CCCCCC2)cnn1-c1ccccc1	1%[46.1 µM]	-4%	-2%	1%	/	9%	4%	-10%	-2	7%
COc1ccc(NC(=O)CC2SC(=NCC3CCCO3)NC2=O)cc1 (stereo not drawn)	2%[46.1 µM]	-4%	1%	-1%	-1%	-1%	28%	1%	0	0%
COc1ccc(CCNC(=S)N2CCN(S(=O)(=O)c3ccccc3)CC2)cc1	-5%	-18%	2%	-2%	10%	/	/	/	0	-2%
O=C(CCCc1ccccc1)Nc1ccc(Br)cc1F	/	31%	-2%	0%	8%	0%	-12%	-16%	-47	-4%
CCOC(=O)C1CCN(C(=O)Cn2c(=O)oc3cc(S(=O)(=O)N4CCCC4)ccc32)CC1	9%	-15%	2%	-1%	-2%	-5%	6%	-7%	-6	2%
C[C@H]1CN([C@@H](C)CO)C(=O)Cc2cc(NC(=O)Cc3ccccc3)ccc2O[C@H]1CN(C)C(=O)Nc1cccc2ccccc12	-3%	5%	/	-10%	1%	/	/	/	8	-18%
CCn1cc(C(=O)NCc2cccs2)c(=O)c2cc(S(=O)(=O)N3CCOCC3)ccc21	-2%	10%	-2%	-2%	-8%	-1%	/	-9%	-1	1%
Nc1c(N(Cc2ccccc2)C(=O)COc2ccc(F)cc2Cl)c(=O)[nH]c(=O)n1Cc1ccccc1	-1%	-1%	/	-2%	5%	/	/	/	/	9%
Clc1ccc(OCc2nnc3n2CCCCC3)c(Cl)c1	-2%	35%	1%	-2%	18%	-15%	/	-10%	-7	5%
Cc1ccc2nsnc2c1NC(=O)CCl	2%	-50%[inhibitor]	-2%	-1%	-1%[11.5 µM]	-6%	0%	?	-4	7%
CCn1nc(NC(=O)C(C)C)c2cc3cccc(C)c3nc21	-9%	20%	22%	0%	?	15%	5%	10%	-10	/
O=S(=O)(c1cnc[nH]1)N1CCN(c2ccccc2)CC1	1%	-14%	0%	-2%	4%	-10%	0%	3%	-5	7%
CCC(c1nnnn1C1CCCC1)N1CCC(C(N)=O)CC1 (stereo not drawn)	-2%	15%	11%	-1%	2%	9%	?	/	8	7%
